SENP6 inh = blocks the human protease SENP6; Q9GZR1; Recombinant SENP6 catalytic domain, aminoluciferin luminescence; inhibition, % at 10 µM; 330,000 tested, 1.8% active;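 active = inhibition above about 50% at the single tested dose, limit read from the data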;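 also: plate controls were DMSO wells with enzyme for no effect and DMSO wells lacking enzyme for full effect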
SENP8 inh = inhibitors of human SENP8 protease. recombinant SENP8, Nedd8 substrate fluorescence. inhibition, % at 20 µM. 360,000 tested, 0.64% active. Q96LD8; in the data active = inhibition mostly above about 40%, no sharp cut-off; inactive = mostly below about 27%
Target sequence (Q96LD8 whole entry, looked up): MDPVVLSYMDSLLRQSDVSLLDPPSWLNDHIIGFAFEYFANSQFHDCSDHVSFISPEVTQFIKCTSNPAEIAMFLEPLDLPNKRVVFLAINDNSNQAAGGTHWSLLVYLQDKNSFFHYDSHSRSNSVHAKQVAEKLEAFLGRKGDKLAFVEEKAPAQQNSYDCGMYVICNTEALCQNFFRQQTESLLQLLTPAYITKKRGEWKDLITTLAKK
NR3A LBD binder = modulators (binders) of human NR3A ligand-binding domain; NR3A LBD differential scanning fluorimetry, Tm shift; 0% = protein alone, 100% = glycine-bound protein; Tm shift relative to glycine control, % at 25 µM; 340,000 tested, 2.5% active; AID 1259313;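 active = melting temperature shift of at least 10% of the positive control shift, at one fixed dose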
ATG4B inhibitor = blocks human ATG4B protease cleavage of LC3 substrate | Q9Y4P1 | ATG4B cleavage of LC3-PLA2, NBD-HPC fluorescence, 1 h | inhibition, % at 8.33 µM | 340,000 tested, 0.51% active; in the data active = inhibition above about 40%
Target sequence (Q9Y4P1 whole entry, looked up): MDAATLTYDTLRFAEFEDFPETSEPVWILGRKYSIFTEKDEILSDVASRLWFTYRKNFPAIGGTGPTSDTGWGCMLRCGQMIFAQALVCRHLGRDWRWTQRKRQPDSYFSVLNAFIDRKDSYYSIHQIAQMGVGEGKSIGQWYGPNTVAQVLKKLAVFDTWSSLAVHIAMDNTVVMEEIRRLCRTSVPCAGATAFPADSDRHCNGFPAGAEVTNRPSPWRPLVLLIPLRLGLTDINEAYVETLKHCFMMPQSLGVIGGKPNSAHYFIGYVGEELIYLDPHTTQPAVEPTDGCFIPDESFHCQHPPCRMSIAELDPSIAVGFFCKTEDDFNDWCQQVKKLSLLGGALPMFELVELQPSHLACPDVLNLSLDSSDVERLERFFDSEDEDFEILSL
SENP1 FRET inh = SENP1 (human) catalytic domain inhibition. Q9P0U3. recombinant SENP1 catalytic domain, CyPet-SUMO1-YPet FRET cleavage. inhibition, % at 10 µM. 360,000 tested, 0.21% active;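 active = inhibition at least 30% at 10 µM, raw YFP signal under a set limit, fluorescence ratio 0.5 to 1.5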;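 also: 0% = enzyme with DMSO and 100% = no enzyme wells; some results filed as inactive read as strong as hits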
Target sequence (Q9P0U3 419-644 limits assumed): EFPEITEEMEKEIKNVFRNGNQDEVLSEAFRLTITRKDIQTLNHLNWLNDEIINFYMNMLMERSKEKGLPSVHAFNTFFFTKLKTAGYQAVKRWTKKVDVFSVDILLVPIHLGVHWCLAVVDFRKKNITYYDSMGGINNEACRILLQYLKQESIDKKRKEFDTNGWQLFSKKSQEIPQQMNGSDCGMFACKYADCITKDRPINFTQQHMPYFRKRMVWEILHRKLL
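system = hSENP1 catalytic domain, recombinant | reagent = SFCypet-SUMO1-SFYpet substrate at 25 nM | doses = one dose per compound, 10 µM, 0.5% DMSO | incubation = enzyme reaction for 50 min at room temperature, dark | measured by = FRET, CFP and YFP emission | controls = no-enzyme low, enzyme-DMSO high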
MPTP inh = permeability transition pore inhibition; isolated mouse mitochondria, Ca2+ swelling absorbance, 30 min; inhibition, % at 10 µM; 360,000 tested, 1.4% active; AID 602449;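 active = inhibition of 50% or more, scaled per plate between neutral and stimulator controls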;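 also: 0% = DMSO wells given calcium and 100% = 1 mM EGTA wells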
hIAP act = increases human intestinal alkaline phosphatase activity; purified human IAP, CDP-Star luminescence, 30 min; active compounds read high; 1 = vehicle-only enzyme, 0 = enzyme-free background; activation factor at 10 µM; 330,000 tested, 0.16% active; AID 2524;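 active = activation factor of the enzyme at least 2-fold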; also: the source names both 10 and 20 µM as test concentration; values of inactives mirror those of a sister screen read the other way
PfG6PD inh = PfG6PD (Plasmodium falciparum) enzyme inhibition | inhibition, % at 20 µM | PfGluPho enzyme, NADPH resazurin-diaphorase fluorescence | 350,000 tested, 0.78% active | AID 504690;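 active = inhibition reaching at least a set limit at 20 µM in the primary screen, cut at about 59% in these data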;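 also: 0% = DMSO wells with substrate and 100% = DMSO wells lacking glucose-6-phosphate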
Starred values were filed as active, the others as inactive; nt = not tested or not shown; & = joins results of further samples; ! = repeats disagree.

structure,SENP1 FRET inh,SENP6 inh,SENP8 inh,NR3A LBD binder,hIAP act,MPTP inh,ATG4B inhibitor,PfG6PD inh
CC(C)CCN1CCN(Cc2c(F)cccc2Cl)CC1CCO (configuration not stated),0,14,14,-4,1,0.7,-8,-12
O=C(/C=C/c1ccccc1)NCCc1cnc[nH]1,0,-16,28,1,1.1,-2.2,-18,-2
COC(=O)C1=C(c2cc3ccccc3s2)C[C@@H]2CC[C@H]1N2C(=O)NCc1ccc(F)cc1,2,-16,9,-6,0.87,1.3,1,5
COc1ccc(-n2c(-c3ccccc3F)nc3ccccc3c2=O)cc1,-1,nt,11,nt,nt,-1.1,nt,-3
C[C@]12CCC3C(CC[C@H]4C[C@@H](O)CC[C@]34C)C1C/C(=N/O)[C@@H]2O (some centres not stated),1,5,10,-6,0.99,0.0,2,-13
C=CCN1C(=O)CSc2ccc(C(=O)N3CCC4(CC3)OCCO4)cc21,2,-3,13,-2,0.91,-2.1,-2,-6
CCCCNC(=O)CN1C(=O)CN=C(c2ccccc2)c2ccccc21,0,9,20,-1,1.1,1.1,7,-22
O=c1[nH]c(O)c(C=Nc2ccc(F)c(Cl)c2)c(=O)[nH]1,-1,-10,-21,-1,1,3.1,7,-5
CCCCc1nc(N2CCNCC2)c(C#N)c2c1CSC(C)(C)C2,-5,-19,-158,-2,1,0.5,5,20
COc1ccc(C(=O)c2nc3ccccc3n2C(C)C)cc1OC,-1,19,-32,0,0.84,0.7,6,-7
CCCCNC(=O)c1c(N)n(Cc2ccc3c(c2)OCO3)c2nc3ccccc3nc12,-26,94*,-270,nt,0.81,2.8,-17,38
CP(=O)(O)CCCN,2,-16,3,0,1.1,-0.6,-3,-9
CCN1C(=O)c2ccccc2Sc2ccc(C(=O)N3CCC4(CC3)OCCO4)cc21,3,-10,15,1,1.1,-2.4,-6,6
Cc1cc(N2CCNCC2)nc2ccccc12,-1,-15,-210,2,1.2,-0.7,19,13
C[C@]12CCC3C(CC[C@H]4C[C@@H](O)CC[C@]34C)C1C[C@@H](O)[C@@H]2O (some centres not stated),0,nt,1,0,nt,-1.6,-9,-1
COCCN1Cc2cc(=O)n3c([nH]c4ccccc43)c2C1=N,-95,18,-445,-1,1.3,1.8,9,-6
CC1CCN(c2cc(Br)c([N+](=O)[O-])cc2F)CC1,-1,-6,40,4,0.82,3.0,5,12
COP(=O)(OC)/C(C=O)=N/Nc1ccc([N+](=O)[O-])cc1,-17,0,-28,0,0.94,-3.9,0,15
COC1=CC=C2[C@H]3Cc4ccc(OC)c5c4[C@@]2(CCN3C)C1O5 (some centres not stated),-2,5,13,1,0.8,0.1,11,1
O=c1[nH]c(=O)n(-c2ccc(Cl)cc2)c(O)c1C=Nc1ccc(S(=O)(=O)Nc2nccs2)cc1,3,-20,9,-5,0.87,0.3,-14,-14
Cn1nc(-c2ccc(OCC(=O)N3CCN(Cc4ccccc4)CC3)cc2)c2ccccc2c1=O,1,-5&-12,4,1&0,0.94&1.1,72*,-6&-17,-19&0
CN(C)C(=O)Oc1cc(OC(=O)N(C)C)cc(C(O)CNC(C)(C)C)c1 (configuration not stated),1&-2,7,5&-3,-1&1,0.92,-3.5&-3.5,2&-6,-22&-21
O=C(c1ccco1)c1cn(Cc2ccccc2Cl)c2ccccc12,-2,-5,-42,-12,0.93,0.4,8,-17
Cc1ccccc1[N+](=O)[O-],1,-17,-17,0,0.87,0.0,2,-18
Cc1ccc(C(=O)N[C@@H](C)CN2C3=NC[C@@H](Cc4ccccc4)N3C[C@H]2Cc2ccc(O)cc2)cc1Br,nt,-20,nt,-2,0.99,nt,-5,18
Cc1ccc2c(c1)N(CCC(=O)N1CCC3(CC1)OCCO3)C(=O)C(C)O2 (configuration not stated),3,nt,-1,-2,nt,-0.1,-1,-5
CC(=O)NC(Cc1ccc(N(CCCl)CCCl)cc1)C(=O)NC(CC(C)C)C(=O)O (configuration not stated),-3,6,4,-2,1.1,1.4,3,-12
CCCCC(C)C(OC(=O)CC(CC(=O)O)C(=O)O)C(CC(C)CC(O)CCCCC(O)CC(O)C(C)N)OC(=O)CC(CC(=O)O)C(=O)O (configuration not stated),-1,8,37,0,0.94,-1.1,6,-10
COC(=O)c1cc(C(O)(C(=O)OC)C(F)(F)F)c(/N=C/N(C)C)s1 (configuration not stated),-1,6,-17,-1,0.81,0.5,-6,-4
O=C(c1ccc2nc(-c3ccco3)c(-c3ccco3)nc2c1)N1CCC2(CC1)OCCO2,-38,82*,-171,0,0.95,0.0,6,33
COc1ccc(-c2nn(CCC#N)cc2C(=O)Nc2cccc([N+](=O)[O-])c2)cc1OC,1,2,18,-1,1.2,0.5,-2,1
O=C(CN1CC=C(c2ccccc2)CC1)NC(=O)NCc1ccccc1,-20,-10,-21,-2,1.1,0.3,-5,2
COc1ccc(Cn2c(N)c(C(=O)NCc3ccco3)c3nc4ccccc4nc32)cc1OC,7,74*,-493,8,1.1,-4.0,-7,25
CC(C)N(CC(O)c1cccc([N+](=O)[O-])c1)C(C)C (configuration not stated),1,-20,-3,2,1.1,-0.5,2,2
COC(=O)c1ccccc1N=Cc1c(O)[nH]c(=O)[nH]c1=O,0,-16,-184,2,0.99,-2.0,0,-5
CCCCn1c(O)c(C(C)=NCCc2ccccc2)c(=O)[nH]c1=O,1,-63,21,0,1,-15,2,-17
C=CC(=O)NCNC(=O)C=C,0,6,6,0,0.97,-0.8,1,-2
C[C@@H]([C@@H](O)c1ccccc1)N(C)C(=O)Cc1ccccc1,1,6,3,-1,0.95,-0.2,-3,1
Cc1ccc(-n2c(O)c(/C=N/NC(=O)c3ccncc3)c(=O)[nH]c2=O)cc1,-50,-6,-198,3,0.92,-0.9,-6,-3
Cc1cccnc1-n1c(-c2ccccc2)nc2ccccc2c1=O,1,-9,27,2,1,0.7,-7,2

Continued, starting with the last two of the part before.
structure,SENP1 FRET inh,SENP6 inh,SENP8 inh,NR3A LBD binder,hIAP act,MPTP inh,ATG4B inhibitor,PfG6PD inh
Cc1ccc(-n2c(O)c(/C=N/NC(=O)c3ccncc3)c(=O)[nH]c2=O)cc1,-50,-6,-198,3,0.92,-0.9,-6,-3
Cc1cccnc1-n1c(-c2ccccc2)nc2ccccc2c1=O,1,-9,27,2,1,0.7,-7,2
Cc1c(C(=O)C(=O)N2CCC3(CC2)OCCO3)c2ccccc2n1C,3,-4,20,0,0.91,-1.5,-2,0
CC/C=C/CC(=O)N[C@@H](c1ccccc1)[C@@H](O)C(=O)O[C@H]1C[C@@]2(O)[C@@H](OC(=O)c3ccccc3)C3[C@](C)(C(=O)[C@H](OC(C)=O)C(=C1C)C2(C)C)[C@@H](O)C[C@H]1OC[C@@]31OC(C)=O (some centres not stated),3,3,0,-2,1.1,-1.9,-13,13
Nc1cc(N2CCNCC2)c([N+](=O)[O-])cc1Cl,3,-9,7,3,0.95,6.1,10,-2
C=CCn1c(O)c(C(C)=NC2CCN(Cc3ccccc3)CC2)c(=O)[nH]c1=O,-3,1,-2,-3,0.91,-0.7,-10,3
COc1ccc(C(=O)N2Cc3cnnn3-c3ccccc3C2C#N)cc1 (configuration not stated),4,nt,0,-4,nt,-1.1,-2,7
O=c1oc2ccccc2c(O)c1[C@H]1c2ccc(O)cc2Oc2c1c(=O)oc1ccccc21,0,-5,-7,1,0.88,2.9,-20,-6
CN(C(=O)Oc1ccc([N+](=O)[O-])cc1)c1ccccc1,2,-14,12,-8,1.2,-1.7,1,-19
Clc1ccc2c(c1)C(c1ccccc1Cl)=NCc1nnc(N3CCN(CCSc4ccccc4)CC3)n1-2,3,-1,12,-4,1.1,-3.0,3,0
CN1CC[C@@]2(C)c3cc(O)ccc3N(C)[C@@H]12,-5&-2,nt,44*!,2&-1,nt,-0.4&0.7,2&-5,83*
CN1C(=O)N(C)C(=O)C2(Cc3cc(NC(=O)c4ccccc4Cl)ccc3N3CCCC32)C1=O (configuration not stated),-31,-19,-49,-2,1.1,-1.0,-6,6
Cc1cc(O)c2c(c1)OC(C)(C)C1=C2CC(C)CC1 (configuration not stated),0,-22,19,-12,0.82,15,21,18
Cc1ccc(-n2c(C)cc(/C=C3/C(=O)NC(=O)N(C)C3=O)c2C)cc1,-9,4,1,-2,1.2,7.1,4,-8
COCCNC(=O)N1[C@H]2CC[C@@H]1C(C(=O)OC)=C(c1ccc(-c3ccccc3)c(F)c1)C2,3,5,9,0,0.84,2.3,4,3
CN1CCCN(C(=O)COc2cccc(C(F)(F)F)c2)CC1,1,-5,4,0,1.1,-1.4,-2,5
O=C(c1cc(-c2ccc(Cl)cc2)n(-c2ccc(Cl)cc2Cl)n1)N1CCOCC1,-2,-19,16,0,0.86,-9.3,-12,82*
COC(=O)C1=C(c2ccccc2OCc2ccccc2)C[C@@H]2CC[C@H]1N2C(=O)NCc1ccc(OC)cc1,0,-16,22,-1,0.95,-1.6,-10,11
O=C1CC(=O)N(c2ccccc2)C(=O)N1c1ccccc1,-9,16,13,-1,0.96,0.2,5,-1
Cc1cccc(C(=O)NC(Oc2ccccc2)C(Cl)(Cl)Cl)c1 (configuration not stated),3,-9,13,0,0.99,0.1,3,4
Brc1ccc2[nH]cc(C=NN3CCCCCC3)c2c1,-5,nt,15,-1,nt,1.5,14,19
O=C(CN1CCCC1=O)Nc1ccccc1,4,-1,19,0,1.1,-0.8,0,-3
COC(=O)NC(=C(Cl)Cl)P(=O)(c1ccccc1)c1ccccc1,-2,3,16,1,1.1,1.6,9,-6
CC1CCN(CC(=O)c2ccccc2Cl)CC1,-1,-18,5,-4,0.97,-11,-1,-13
CCCc1[nH]nc2c1C1(C(=O)N(CC(N)=O)c3ccccc31)C(C(=O)OC)=C(N)O2 (configuration not stated),1,-6,7,-10,1.1,1.1,-7,8
Cc1c(/C=N/O)c2ccccc2n1C,0,-11,8,1,1.2,0.0,-8,0

Not all compounds are listed. The share of hits here may be higher or lower than overall.
